# Compound activity: PubChem BioAssay, National Center for Advancing Translational Sciences (NCATS)
# LmPK inh – LmPK (Leishmania mexicana) enzyme inhibition | purified LmPK, Kinase-Glo ATP luminescence, 1 h | Q27686 | Potency, µM (doses to about 57.5 µM), for the others: at the highest dose activity change, negative = inhibition, usual class: inhibitors | AID 1721 | 0.37% of 290,000 active; further: potency means the concentration at half of the fitted maximal effect
# Target sequence (Q27686 whole entry, looked up): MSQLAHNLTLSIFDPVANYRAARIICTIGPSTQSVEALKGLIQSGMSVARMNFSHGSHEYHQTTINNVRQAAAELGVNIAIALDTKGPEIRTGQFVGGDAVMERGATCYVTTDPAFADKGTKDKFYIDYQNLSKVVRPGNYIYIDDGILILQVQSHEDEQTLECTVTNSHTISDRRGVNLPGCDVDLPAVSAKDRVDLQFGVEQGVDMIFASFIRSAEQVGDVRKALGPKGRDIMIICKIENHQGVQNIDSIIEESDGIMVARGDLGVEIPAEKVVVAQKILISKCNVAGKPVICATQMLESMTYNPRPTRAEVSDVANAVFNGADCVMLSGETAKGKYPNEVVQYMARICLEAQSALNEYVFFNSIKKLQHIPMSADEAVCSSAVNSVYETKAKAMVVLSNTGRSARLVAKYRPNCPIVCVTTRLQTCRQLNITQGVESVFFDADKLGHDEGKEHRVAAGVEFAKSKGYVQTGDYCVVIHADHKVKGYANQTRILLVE
#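 0.1 nM LmPK, 0.5 mM PEP, 0.1 mM ADP; 50 mM imidazole pH 7.2, 7 mM MgCl2, 50 mM KCl; 1 h RT. Kinase-Glo luminescence readout, normalized to no-enzyme (full inhibition) and uninhibited wells.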
# TbPYK inhibitor – inhibitors of Trypanosoma brucei pyruvate kinase | Q57TT1 | TbPYK enzyme, Kinase-Glo Plus ATP luminescence, 45 min | Potency, µM (doses to about 76.8 µM), for inactives: at the top dose activity, negative = inhibition, hits mostly inhibitors | 0.12% of 410,000 active; further: potency means the concentration at half of the fitted maximal effect; nearly all actives have a fitted effect of over 50% in size
#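 Quantitative HTS: titrated library compounds versus trypanosomal pyruvate kinase in TEA buffer (pH 7.2) containing KCl, MgCl2, BSA and Tween-20. Reactions were initiated with ADP, 130 uM final. Kinase-Glo Plus luminescence was read after 45 min at RT.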
# Sm TGR block – S. mansoni TGR enzyme inhibition; AID 485364; purified TGR, DTNB reduction, TNB absorbance 405 nm; Potency, µM (highest dose often 114 µM), without a hit: at the highest dose activity change, negative = inhibition, most hits filed as inhibitors; Q962Y6; 3% of 360,000 active; further: potency means the concentration at half of the fitted maximal effect; nearly all actives have a fitted effect of over 60% in size
#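 TGR 20 nM + NADPH 100 uM (dispensed conc.), cpd preinc 15 min RT; start with NADPH (500 uM addition) then DTNB (15 mM addition). Kinetic TNB absorbance, 405 nm filter. Four-parameter Hill fit across titration.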
# AmpC detergent – blocks E. coli AmpC beta-lactamase in detergent assay. P00811. AmpC hydrolysis of nitrocefin, absorbance 480 nm, 0.01% Triton. Potency, µM (doses to about 114 µM), without a hit: at the highest dose activity change, negative = inhibition, actives largely listed as inhibitors. 0.041% of 370,000 active. AID 485294;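 further: potency means the concentration at half of the fitted maximal effect; 0% = no-compound wells and -100% = no-enzyme wells; nearly all actives have a fitted effect of over 25% in size; some results filed as inactive show a strong effect at the top dose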
# Target sequence (P00811 whole entry, looked up): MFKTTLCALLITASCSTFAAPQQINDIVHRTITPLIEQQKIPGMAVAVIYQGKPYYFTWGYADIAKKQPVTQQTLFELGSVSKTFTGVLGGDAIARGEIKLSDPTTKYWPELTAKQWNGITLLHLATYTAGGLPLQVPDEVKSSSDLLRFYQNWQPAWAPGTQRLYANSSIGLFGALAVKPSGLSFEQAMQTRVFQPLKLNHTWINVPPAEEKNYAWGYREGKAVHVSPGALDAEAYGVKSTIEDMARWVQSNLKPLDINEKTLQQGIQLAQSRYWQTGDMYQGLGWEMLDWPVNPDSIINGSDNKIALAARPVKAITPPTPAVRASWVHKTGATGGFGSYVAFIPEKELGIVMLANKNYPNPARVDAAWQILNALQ
#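 AmpC (5.3 nM in the dispensed reagent) in 20 mM phosphate pH 7.0 with 0.01% (detergent screen) or 0.0001% Triton X-100 was preincubated with compounds for 15 min at room temperature. Nitrocefin was then added from an 800 uM solution, and hydrolysis was followed at 480 nm.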
# AmpC no deterg – AmpC beta-lactamase inhibition without detergent | P00811 | AmpC nitrocefin hydrolysis, absorbance 480 nm, 0.0001% Triton | Potency, µM (doses to about 57.1 µM), without a hit: at the highest dose activity change, negative = inhibition, usual class: inhibitors | 0.52% of 330,000 active | AID 485341;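 further: potency means the concentration at half of the fitted maximal effect; plate controls were no compound for no effect and no enzyme for full effect; nearly all actives have a fitted effect of over 20% in size; some results filed as inactive show a strong effect at the top dose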
#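 AmpC (5.3 nM in the dispensed reagent) in 20 mM phosphate pH 7.0 with 0.01% (detergent screen) or 0.0001% Triton X-100 was preincubated with compounds for 15 min at room temperature. Nitrocefin was then added from an 800 uM solution, and hydrolysis was followed at 480 nm.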
# HCMV antiviral – blocks human cytomegalovirus replication. HFF cells, HCMV-luciferase reporter, 72 h; stronger effect = lower value. activity change, negative = inhibition, % at 57.5 µM. 4.5% of 410,000 active; in the data active means activity change below about -60%; inconclusive means no clear call, values can overlap the other calls; inactive means above about -39%
#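 After 16 h attachment at 37C, HFF cells received test compound and HCMV-luciferase (1 PFU/cell); reporter luminescence read 72 h later, data normalized against buffer-only and known inhibitor Salinomycin.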
# AMA1-RON2 inh – inhibitors of Plasmodium falciparum AMA1-RON2 interaction. 0.2% of 360,000 active. Potency, µM (titrated, usually from 58.2 µM), for inactives: at the top dose activity change, negative = inhibition, most hits filed as inhibitors. AlphaScreen AMA1-biotinylated RON2 peptide binding. AID 720542;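 further: potency means the concentration at half of the fitted maximal effect; 0% = vehicle wells and -100% = peptide control; nearly all actives have a fitted effect of over 45% in size; some results filed as inactive show a strong effect at the top dose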
#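 AMA1 (3D7) with his tag at 25 nM final met compounds first, then biotinylated RON2 peptide at 25 nM; detection used donor plus acceptor beads, 10 µg/mL apiece, read by AlphaScreen after 30 min at room temperature.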
# * hit, by the source's call; u = inconclusive; x = not tested or not shown; [ ] = dose if it differs, or a comment. Unless noted, the call rests on the fitted dose curve; in most records, active means well fitted curve in the direction sought with a large enough effect; inconclusive means small, poorly fitted or top-dose-only effect, or another doubt; inactive means no such curve, though single readings can be large; an effect the other way counts as inactive or inconclusive. Unless noted, on the % scale 0 is the no-effect control and ±100 the full control effect.
# The line under a structure holds: LmPK inh	AmpC detergent	HCMV antiviral	TbPYK inhibitor	Sm TGR block	AMA1-RON2 inh	AmpC no deterg
O=C(COc1ccc2ccc(=O)oc2c1)Nc1ccc(CCO)cc1
 : -1%	-11%	-19	-3%	-11%	-10%	-25%
Cc1ccc(/C=C/C(=O)OCC(=O)NC(=O)NCc2ccco2)cc1
 : x	0%	u	4%	-2%	-3%	-31%
Cc1ccc(C(C(=O)NCc2ccccc2)N(C(=O)c2csnn2)c2cccc3ccccc23)o1 (stereo not given)
 : 0%	-5%	-22	-2%	-4%	15%	x
COc1cc(CNC(=O)c2ccc3c(c2)N(C)C(=O)C2CCCCN32)cc(OC)c1OC (stereo not given)
 : x	16%	-3	-3%	5%	x	x
COCCSc1nnc(NC(=O)c2ccc([N+](=O)[O-])cc2)s1
 : 0%	-1%	72	0%	2%	10%	-27%
CC(C)c1ccccc1-n1c(-c2cccnc2)n[nH]c1=S
 : -24%	-8%	-24	u	0%	20%	-25%
O=C(NC(=S)Nn1cnc2c(cnn2-c2ccccc2)c1=O)c1ccc(Cl)cc1
 : 3%	-9%	4	-1%	u	94%[activator]	-38%
O=S1(=O)N[C@@H](c2ccccc2)COc2cc(Br)ccc21
 : x	x	-2	3%	x	6%	x
CC(C)(C)CN1CCNC(=O)C1CC(=O)NCCc1cnn(-c2ccccc2)c1 (stereo not given)
 : 3%	-4%	-9	-1%	u	17%	83%[activator]
COc1ccc(-n2nc(C(=O)N3CCC(C)CC3)c3c4ccccc4n(C)c3c2=O)cc1Cl
 : x	4%	25	2%	-2%	x	x
Cc1c(Cl)cccc1NC(=O)CCn1c(=O)c2cccn2c2ccccc21
 : x	11%	u	-4%	-10%	x	x
Cc1noc(C)c1COC(=O)CNC(=O)c1cccc(F)c1
 : 1%	-9%	139	2%	-9%	19%	2%
Cc1cccc(C(=O)Nc2ccccc2OCc2cc(=O)n3ccccc3n2)c1
 : x	-2%	25	7%	-1%	x	x
CCCCC(=O)Nc1nc2c(OC)ccc(OC)c2s1
 : -2%	-13%	97	2%	3%	30%	-32%
CNC(=S)NNc1nncc2ccccc12
 : -1%	-1%	-1	-2%	-22%	51%[activator]	-19%
COc1cc(-c2c(CCO)sc3ccccc23)cc(OC)c1OC
 : x	x	6	9%	x	5%	x
O=C(CC1C(=O)NCCN1C(=O)Nc1ccccc1)Nc1cccc(Cl)c1 (stereo not given)
 : 1%	-6%	-16	2%	x	-9%	58%
CS(=O)(=O)NN1C(=O)c2ccccc2NC12CCCC2
 : -3%	-4%	-32	-1%	2%	11%	-5%
O=C(CCCN1C(=O)/C(=C\c2cccs2)SC1=S)Nc1cc([N+](=O)[O-])ccc1O
 : 5%	2%	u	-17%	-8%	-3%	-31%
CC(=O)c1cccc(NC(=O)CC(c2ccc(C)cc2)N2Cc3ccccc3C2=O)c1 (stereo not given)
 : x	-4%	-2	-1%	2%	x	x
CCOc1ccc(S(=O)(=O)N2CCCCC2)cc1NC(=O)c1cccnc1OCC
 : x	x	-4	-7%	x	2%	-14%
COc1ccc(C(=O)C2C(c3ccc(-c4ccccc4[N+](=O)[O-])o3)NC(=O)NC2(O)C(F)(F)F)cc1 (stereo not given)
 : 7%	-2%	-34	-3%	-14%	-15%	-5%
CCOC(=S)SCC(=O)N1CCc2cc(OC)ccc2C1C1C(=O)CCCC1=O (stereo not given)
 : -1%	5%	-2	-3%	-11%	-4%	-17%
CCCCCc1c(-c2ccc(F)cc2F)ncn1CCc1ccccc1OC
 : x	x	u	1%	x	-24%	x
Cc1cccc(C)c1NC(=O)/C(C#N)=C/c1ccc(-c2ccc(C(=O)O)cc2)o1
 : -2%	-14%	29	-1%	2%	17%	-7%
COc1ccccc1NC(=O)CSc1nnc(-c2ccco2)n1N
 : -3%	-12%	-23	-5%	u	8%	-18%
N#CC1=C(S)N(c2ccccc2)C(c2ccc(-c3ccc(Cl)c(Cl)c3)o2)NC1=O (stereo not given)
 : -4%	5%	-33	-6%	14µM*	23%	10µM*
COc1ccc(C(=O)Oc2coc(CSc3nnc(NC(=O)c4cccs4)s3)cc2=O)cc1
 : 1%	u	35	-20%	-9%	-3%[11.6 µM]	-28%
CC1=C(C(=O)N2CCOCC2)CC(CC(=O)NCCN2CCOCC2)C(=O)N1CCC1=CCCCC1 (stereo not given)
 : x	x	2	3%	x	10%	x
COc1ccccc1-c1noc(-c2ccc(NCCc3ccccc3)c([N+](=O)[O-])c2)n1
 : x	-2%	32	-4%	-3%	x	x

# Structures from the list above that have a furan ring, fused or not, in the order listed:
# The line under a structure holds: LmPK inh	AmpC detergent	HCMV antiviral	TbPYK inhibitor	Sm TGR block	AMA1-RON2 inh	AmpC no deterg
Cc1ccc(/C=C/C(=O)OCC(=O)NC(=O)NCc2ccco2)cc1
 : x	0%	u	4%	-2%	-3%	-31%
Cc1ccc(C(C(=O)NCc2ccccc2)N(C(=O)c2csnn2)c2cccc3ccccc23)o1 (stereo not given)
 : 0%	-5%	-22	-2%	-4%	15%	x
COc1ccc(C(=O)C2C(c3ccc(-c4ccccc4[N+](=O)[O-])o3)NC(=O)NC2(O)C(F)(F)F)cc1 (stereo not given)
 : 7%	-2%	-34	-3%	-14%	-15%	-5%
Cc1cccc(C)c1NC(=O)/C(C#N)=C/c1ccc(-c2ccc(C(=O)O)cc2)o1
 : -2%	-14%	29	-1%	2%	17%	-7%
COc1ccccc1NC(=O)CSc1nnc(-c2ccco2)n1N
 : -3%	-12%	-23	-5%	u	8%	-18%
N#CC1=C(S)N(c2ccccc2)C(c2ccc(-c3ccc(Cl)c(Cl)c3)o2)NC1=O (stereo not given)
 : -4%	5%	-33	-6%	14µM*	23%	10µM*

# (list continues)
# The line under a structure holds: LmPK inh	AmpC detergent	HCMV antiviral	TbPYK inhibitor	Sm TGR block	AMA1-RON2 inh	AmpC no deterg
N#Cc1nccnc1S(=O)(=O)c1cccs1
 : 17%	-14%	-97*	11%	0.1µM*	5%	-25%
COC(=O)c1ccc(-n2c(C)cc(C(=O)COC(=O)CNS(=O)(=O)c3ccc(C)cc3)c2C)cc1
 : -5%	u	-1	2%	0%	-10%	-40%
COc1cccc(-c2cc(C(=O)Nc3cc(C)on3)no2)c1
 : 3%	u	-36	-11%	-23%	27%	-16%
Cc1ccc(-c2cc(-c3ccccc3)nc(NN)n2)cc1
 : 0%	u	27	-7%	-5%	16%	-39%
CSc1nnc2n(C3CCCCC3)c(=O)c3c4c(sc3n12)CCCC4
 : 0%	u	x	x	-1%	x	-16%
Cc1cc(NCc2ccccc2Cl)n2cnnc2n1
 : x	0%	u	-1%	-1%	x	x
CCCc1n[nH]c2c1C(=O)C(C(=O)OC)C(C)(C)C2 (stereo not given)
 : 2%	-2%	-24	-11%	-2%	9%	-5%
O=C(NCCc1c[nH]c2ccccc12)C(=O)NCC1OCCN1S(=O)(=O)c1ccc(F)cc1 (stereo not given)
 : 2%	u	-6	-2%	-4%	-3%	-2%
COC(=O)[C@@H]1C[C@@H](C(=O)O)[C@H](C)C1(C)C
 : x	-3%	-1	0%	-8%	0%	-10%
CC(C)(C)SCCNS(=O)(=O)c1ccc2ccccc2c1
 : 3%	u	-20	-2%	11%	-8%	-14%
COC(=O)c1sc2ncn(N)c(=O)c2c1C
 : -6%	-4%	x	-2%	4%	-5%	-9%
CC(C)n1c(-c2cccs2)nc2ccccc21
 : -2%	-12%	-16	-11%	2%	-2%	-19%
COC(=O)c1[nH]c2cc(OC)ccc2c1NC(=O)CCN1CCCCC1
 : -1%	-3%	-36	-8%	-7%	-6%	-33%
O=C(Nc1ccc(Cl)c(S(=O)(=O)N2CCCCC2)c1)c1ccco1
 : x	2%	-20	-1%	-7%	-8%	-31%
Cc1ccc(CCNC(=O)c2ccc3c(c2)N(Cc2cccc(C)c2)C(=O)c2ccccc2S3(=O)=O)cc1
 : x	-11%	-5	0%	-3%	x	x
COc1ccc(OC)c(-c2csc(N(Cc3ccco3)C(=O)c3ccco3)n2)c1
 : 7%	0%	-30	6%	-12%	-8%	-29%
Cc1cccc(NC(=O)C(=O)NCCCc2ccccc2)c1
 : -4%	u	141	x	1%	x	-22%
COc1ccc2nc(Nc3nc4cc5c(cc4s3)OCCO5)sc2c1
 : -1%	-1%	-33	-12%	-5%	23%	-6%
CC(=O)Nc1ccc2c(COC(=O)[C@H](C)N3C(=O)C4CCCCC4C3=O)cc(=O)oc2c1 (stereo not given in full)
 : -2%	-4%	-35	0%	-19%	15%	14%
CSC1=NCCN1C(=O)c1ccc(S(=O)(=O)N2CCCCC2)cc1
 : 1%	u	3	-7%	-4%	0%	12%
Cc1ccc(S(=O)(=O)N2CCOCC2)cc1NC(=O)COC(=O)CCc1c[nH]c2ccccc12
 : x	x	-11	-8%	x	-4%	9%
O=c1[nH]c2c(n(C3CCCCC3)c1=O)CCC2
 : -1%	-10%	81	0%	-20%	9%	-5%
Cc1ccc(NC(=O)c2sc3nc[nH]c(=O)c3c2C)c(C)c1
 : 4%	-2%	-9	-6%	-2%	-3%	-25%
CCOc1c2ccc(C(=O)NCc3ccc(OC(F)(F)F)cc3)cc2nn1C
 : 3%	0%	-25	-8%	13%	-8%	46%
C#CCN(C[C@H]1[C@H](OC(=O)NCCCCCC)[C@H](OC(=O)NCCCCCC)C[C@@H](C(=O)OC)[C@H]1C(=O)OC)S(=O)(=O)c1ccc(C)cc1
 : x	x	1	-6%	x	-8%	x
COc1ccc(NC(=O)COC(=O)c2ccc(S(=O)(=O)N3CCCC3)cc2)cc1OC
 : x	-4%	-11	-5%	-8%	5%	-18%

# Single records, as listed above. Screens in order: LmPK inh | AmpC detergent | HCMV antiviral | TbPYK inhibitor | Sm TGR block | AMA1-RON2 inh | AmpC no deterg
# `Cc1ccc(-c2cc(-c3ccccc3)nc(NN)n2)cc1` across the screens: 0% | u | 27 | -7% | -5% | 16% | -39%
# `CC(C)n1c(-c2cccs2)nc2ccccc21` across the screens: -2% | -12% | -16 | -11% | 2% | -2% | -19%
# `Cc1cc(NCc2ccccc2Cl)n2cnnc2n1` across the screens: x | 0% | u | -1% | -1% | x | x
# `COc1cccc(-c2cc(C(=O)Nc3cc(C)on3)no2)c1` across the screens: 3% | u | -36 | -11% | -23% | 27% | -16%
